Source: PubChem BioAssay
Redox H2O2 prof = compounds producing H2O2 with reducing agent – biochemical, NIH compound library profiling, artefact control for MLSCN library redox annotation, primary screen; AID 878, 2007; activation, % at 10 µM; DTT-dependent redox cycling H2O2, phenol red/HRP absorbance; 100% = 100 µM peroxide control, 0% = buffer; actives 0.03% (n = 200,000);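 active = activation of at least 50% relative to the plate's high and low controls in the primary single-dose screen; inactive = activation below 50%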;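 also: compound incubated with DTT at 0.8 mM final as the reducing agent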
TLR4-MyD88 BLA = inhibitors of TLR4-MyD88 association in cells, primary screen, cell-based, HeLa CL3-4, BLA complementation, FRET ratio | Toll-like receptor 4 (Homo sapiens) + Myeloid differentiation primary response protein … | HeLa CL3-4 TLR4/MyD88 BLA complementation | inhibition, % at 8.4 µM | actives 0.18% (n = 200,000) | AID 861, 2007; in the data active = inhibition above about 25%;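 also: 0% = vehicle and 100% = reference inhibitor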
S1P3 antag = S1P3 receptor antagonists, primary screen, cell-based; CHO S1P3 NFAT-BLA reporter, FRET fluorescence, antagonist mode; inhibition, % at 4.98 µM; actives 0.27% (n = 170,000); AID 485, 2006;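 active = inhibition above the plate cutoff, the mean inhibition of test wells on that plate plus 3 SD, cut at about 28% in these data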;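 also: cells challenged with S1P at its EC80 of 0.8 µM; blue over green emission ratio from cleaved BLA substrate after 4 h stimulation; 0% = S1P-stimulated wells and 100% = unstimulated DMSO-only wells; some compounds past the cut are filed as inactive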
Target sequence (Q99500 whole entry, looked up): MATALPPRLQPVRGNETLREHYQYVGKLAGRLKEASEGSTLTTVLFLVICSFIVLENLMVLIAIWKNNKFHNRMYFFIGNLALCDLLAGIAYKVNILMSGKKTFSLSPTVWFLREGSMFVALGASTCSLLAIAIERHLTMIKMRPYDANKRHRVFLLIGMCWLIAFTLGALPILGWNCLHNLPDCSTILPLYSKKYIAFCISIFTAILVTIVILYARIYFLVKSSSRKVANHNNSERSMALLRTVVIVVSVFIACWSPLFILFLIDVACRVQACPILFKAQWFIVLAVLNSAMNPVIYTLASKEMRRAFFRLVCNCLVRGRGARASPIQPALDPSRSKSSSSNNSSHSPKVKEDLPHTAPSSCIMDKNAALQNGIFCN
ROMK primary = ROMK potassium channel modulators, primary screen, cell-based, thallium flux, MLSMR library; ATP-sensitive inward rectifier potassium channel 1 (Homo sapiens), P48048; Tet-inducible ROMK, thallium flux fluorescence; actives lie on both sides; B-score at 10 µM; actives 2% (n = 130,000); AID 1918, 2009;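 active = signal ratio slope over the read window, or its plate-corrected B-score, at least 3 SD from the plate mean, either direction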;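 also: B-score of the F/F0 ratio slope over 7 to 12 s after thallium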
Target sequence (P48048 whole entry, looked up): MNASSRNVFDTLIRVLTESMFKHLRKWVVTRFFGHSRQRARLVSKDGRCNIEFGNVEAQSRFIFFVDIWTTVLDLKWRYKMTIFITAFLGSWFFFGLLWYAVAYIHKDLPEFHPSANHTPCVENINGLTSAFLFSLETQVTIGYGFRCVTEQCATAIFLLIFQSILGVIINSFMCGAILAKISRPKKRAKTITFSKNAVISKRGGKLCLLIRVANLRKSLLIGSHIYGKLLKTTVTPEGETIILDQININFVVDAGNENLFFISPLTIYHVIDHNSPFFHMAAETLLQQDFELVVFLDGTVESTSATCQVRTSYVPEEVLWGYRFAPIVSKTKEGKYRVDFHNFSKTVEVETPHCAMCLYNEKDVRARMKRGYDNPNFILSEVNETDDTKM
PPARg SRC-1 ag = PPARgamma agonists recruiting SRC-1 coactivator, primary screen, biochemical; PPARgamma-SRC-1 coactivator recruitment biochemical assay; activation, % at 8 µM; actives 0.41% (n = 200,000); Peroxisome proliferator-activated receptor gamma (Homo sapiens), P37231; AID 631, 2007; in the data active = activation above about 19%;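 also: 0% = DMSO and 100% = reference agonist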
TR-FRET SRC-2 ct = TR-FRET signal artefacts, primary screen, artefact control for PPARgamma SRC-2 agonist project, biochemical; TR-FRET artefact counter-screen; hits give high values; TR-FRET ratio at 8 µM; actives 0.4% (n = 200,000); in the data active = TR-FRET ratio above about 2000; also: inactives centre near 1500
PPARg SRC-2 ag = agonists of PPARg-SRC-2 recruitment, primary screen, biochemical, HTS; actives 0.34% (n = 200,000); Peroxisome proliferator-activated receptor gamma (Homo sapiens), P37231; PPARgamma LBD-SRC-2 recruitment; activation, % at 8 µM; in the data active = activation above about 22%;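 also: 0% = vehicle and 100% = reference agonist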
bIAP act = bovine intestinal alkaline phosphatase activators, primary screen, biochemical, bovine IAP, CDP-star luminescence; AID 1016, 2008; actives 0.17% (n = 200,000); purified bovine IAP, 30 min; hits give high values; fold of DMSO-control signal, blank-subtracted; activation factor at 20 µM;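 active = activation factor of 2 or more at 20 µM, a signal rise over negative controls twice the positive control's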
PPARg SRC-3 ag = PPARgamma agonists recruiting SRC-3 coactivator, primary screen, biochemical. Peroxisome proliferator-activated receptor gamma (Homo sapiens), P37231. biochemical PPARgamma/SRC-3 coactivator recruitment assay. activation, % at 8 µM. actives 0.26% (n = 200,000); in the data active = activation above about 23%;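 also: 0% = DMSO and 100% = reference agonist; some compounds past the cut are filed as inactive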
Lmaj promast = Leishmania major promastigote growth inhibition, primary screen; AID 1063, 2008; actives 9% (n = 200,000); Leishmania major promastigotes, resazurin fluorescence viability; inhibition, % at 10 µM; in the data active = inhibition above about 50%;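 also: promastigotes grown with compound for 44 hours at 28 °C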
bIAP inhibitor = bovine intestinal alkaline phosphatase inhibitors, primary screen, selectivity assay for TNAP inhibitor project, biochemical, bovine IAP, CDP-star luminescence; 190,000 tested, under 10 active; purified bovine IAP, 30 min; alkaline phosphatase, intestinal [Bos taurus]; inhibition, % at 20 µM;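 active = over 50% inhibition of intestinal alkaline phosphatase at 20 µM in the single-dose screen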
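System: purified bovine intestinal alkaline phosphatase (IAP) enzyme; Input: IAP diluted 1/65,000,000 in the well; Measured by: CDP-star luminescence signal; Compound dosing: 20 µM single dose; Incubation: 30 min reaction at room temperature.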
Numbers without * were called inactive; . = no result given.

The line under a structure holds: Redox H2O2 prof, TLR4-MyD88 BLA, S1P3 antag, ROMK primary, PPARg SRC-1 ag, TR-FRET SRC-2 ct, PPARg SRC-2 ag, bIAP act, PPARg SRC-3 ag, Lmaj promast, bIAP inhibitor
1	CC(C)(C)C1(c2ccccc2)NC(=O)N(CC(=O)N2CCOCC2)C1=O (stereo not drawn)
 : 2.6, -14, -22, ., 2, 1453, -7, 0.9, -1, -2, 9
2	Cc1ccccc1Cn1c(=N)n(CC(O)c2ccco2)c2ccccc21 (stereo not drawn)
 : 1.9, 6, -14, ., 0, 1453, 0, 1, -2, 78*, -3
3	C#CCN(N(C)c1ncc(C(F)(F)F)cc1Cl)S(=O)(=O)c1ccc2ccccc2c1
 : 0.1, -6, ., 1.6, -7, 1397, -6, 0.5, -9, 4, .
4	CN(CCO)C1=NS(=O)(=O)c2cc([N+](=O)[O-])ccc21
 : -0.5, -13, -2, 0.41, -1, 1536, 8, 1.2, 5, 0, -24
5	COc1cc(NC(=O)CCNS(=O)(=O)c2ccc3c(c2)CCC(=O)N3)cc(OC)c1
 : -0.1, 7, -2, 1, 0, 1492, -2, 0.9, -2, -7, 13
6	COCCNS(=O)(=O)c1ccccc1
 : 0.5, -4, ., 0.57, 3, 1389, 2, 1, 7, -4, 2
7	COCCNC(=S)N1CCC(c2nc(-c3ccc(F)cc3)no2)CC1
 : 0.5, -3, -16, -1.5, 4, 1534, -2, 0.9, 2, -13, 7
8	Cc1ccc2nc(C(=O)O)c(C(=O)O)nc2c1
 : 0.0, -12, ., 0.93, 6, 1640, 5, 0.9, 4, -9, 8
9	COc1cc2nc(-c3ccccc3)nc(N3CCCC3)c2cc1OC
 : 3.4, -7, ., ., 1, 1456, -5, 1, 2, 48, -1
10	O=C(O)c1c2c(nc3ccc(F)cc13)CCC2
 : 0.6, 1, ., 0.62, 2, 1496, 4, 0.9, -9, -1, 10
11	Cc1cccc(C(=O)NNC(=O)C(=O)NC(C)(C)C)c1
 : 1.1, -3, ., ., 11, 1593, 14, 1.2, 12, -4, -25
12	O=C(Nc1ccc(Cl)c(Cl)c1)Nc1cc(C(=O)NC2CC2)ccc1Cl
 : 0.6, 12, -5, ., -1, 1507, 10, 1, 2, 33, 3
13	CCCCCOc1ccc(C2NC(=O)NC2=O)cc1 (stereo not drawn)
 : -0.1, 4, -38, ., -2, 1523, 1, 0.9, 10, -5, 15
14	CC(C(=O)Nc1cccc([N+](=O)[O-])c1)n1nnc2ccccc21 (stereo not drawn)
 : -3.6, -15, ., ., -2, 1706, 4, 0.8, -1, -1, 19
15	CCCn1c(O)c2ccc(C(=O)N=NC(=O)c3cccnc3)cc2c1O
 : -7.6, 19, ., ., 0, 1593, 4, 1, 13, -7, 1
16	COc1ccc(/C=C/C(=O)c2oc3ccc(F)cc3c2C)cc1
 : 0.4, 5, 0, 0.66, 1, 1450, -3, 0.9, -2, 3, 8
17	O=C(CCCOc1ccc(Cl)cc1Cl)NNC(=O)C1CCC1
 : 0.1, 3, -13, -0.57, -6, 1679, 1, 1.2, -1, 2, -21
18	CC(C)(C)c1cccc(OCCCSc2ncccn2)c1
 : -2.8, -10, ., ., 4, 1543, -3, 0.8, 10, 22, 16
19	NS(=O)(=O)c1ccc(NC(CNS(=O)(=O)c2ccccc2)c2ccccc2)cc1 (stereo not drawn)
 : -1.5, -4, -22, 0.12, 4, 1673, 4, 1, 3, 4, 4
20	Cc1cc(C)nc(/N=C(\N)C2=C(O)CC(C)(C)CC2=O)n1
 : -0.4, 4, -14, ., 2, 1425, 0, 1, 8, -2, 3
21	CC1(C)CC(=O)C=C(NCc2ccc(Cl)c(Cl)c2)C1
 : -4.1, -9, ., -0.088, 5, 1515, -3, 1, -8, 8, -4
22	CCc1cc2cc3c(cc2nc1SCC(=O)OC(C)C)OCO3
 : -0.7, 0, -9, -0.38, 2, 1551, 3, 1.2, 0, 17, -16
23	O=C(Nc1cccnc1)NC1CCCCC1
 : -0.8, 0, -5, -0.08, 0, 1648, 10, 1, 5, -1, -3
24	O=C(O)c1ccc2c(c1)C(=O)N(C(Cc1ccc(O)cc1)C(=O)O)C2=O (stereo not drawn)
 : -0.3, -13, 4, ., 5, 1617, 11, 1, 0, 1, -3
25	c1ccc(-n2c(SCC3CCCCO3)nnc2-c2cnccn2)cc1 (stereo not drawn)
 : 0.1, 3, -40, ., 8, 1609, 17, 1.1, 2, -3, -10
26	Cc1ccc(S(=O)(=O)CC(c2ccccc2)N2CCCCC2)cc1 (stereo not drawn)
 : 0.2, 4, 0, -0.37, -2, 1676, 3, 1.1, -3, 6, -7
27	CCCc1nc(SCC(=O)NNC(=O)c2ccc(OC)cc2)c2ccccc2n1
 : -1.1, -14, -2, -0.44, 11, 1580, 11, 1.4, 2, -9, -42
28	CCOc1ccccc1NC(=O)CN(C)S(=O)(=O)c1ccc(OC)c(C)c1
 : 1.6, 2, 16, ., 4, 1605, 1, 1, -13, 8, 5
29	Cc1cccc(C)c1NC(=S)N(c1ccccc1)C(C)C
 : 0.1, 6, -25, ., 6, 1574, 7, 0.7, -2, 4, 26
30	COc1cc2cccc(OC)c(=O)c2c(O)c1OC
 : -0.3, -9, -6, 0.28, 6, 1681, 3, 0.8, -2, 4, 24
31	CC(=O)Nc1ccc(S(=O)(=O)NCC2CCC(C(=O)NCc3ccccc3)CC2)cc1 (stereo not drawn)
 : 1.0, 0, -12, -0.13, 7, 1628, 6, 1, -1, -9, 1
32	Nc1c(C(=O)c2ccccc2)sc2snc(SCC(=O)c3ccccc3)c12
 : 3.6, -5, ., ., -7, 1500, 5, 0.9, 5, 8, 12
33	O=C(COC(=O)c1ccc(Sc2ccccc2)c([N+](=O)[O-])c1)NC1CCS(=O)(=O)C1 (stereo not drawn)
 : -0.2, 0, -8, 0.29, 5, 1426, 2, 0.9, 5, -6, 9
34	CCOc1ccc(NC(=O)CC2C(=O)N(c3ccc(OC)cc3)C(=O)N2CCc2ccc(OC)c(OC)c2)cc1 (stereo not drawn)
 : -0.7, 0, -27, 0.24, 1, 1713, -4, 1.1, 3, 16, -9
35	Nc1nc(Nc2cccc(F)c2)nc2ccccc12
 : 0.8, -5, ., -1.9, -2, 1296, 3, 0.6, 0, 89*, 36
36	CCCCCCOc1ccc(N2C(=O)CC(NCCc3ccc(S(N)(=O)=O)cc3)C2=O)cc1 (stereo not drawn)
 : 0.9, 7, ., 0.5, 0, 1612, -5, 0.9, -5, -4, 9
37	Fc1ccc(-n2c(-c3ccco3)nc3nc4ccccc4nc32)cc1
 : 2.3, -16, -10, ., 9, 1764, 5, 0.8, 11, 0, 16
38	Cc1ccc(-n2nnc3c(SCC(=O)NCc4ccco4)ncnc32)cc1
 : 3.1, -2, ., ., 4, 1577, 3, 0.8, -11, 19, 15
39	O=C(C1CC(c2ccc(F)cc2)=NO1)N1CCN(c2ccccc2)CC1 (stereo not drawn)
 : -1.0, 9, 17, ., -2, 1593, -3, 0.9, -11, -4, 5
40	Cc1cc(=O)oc2cc(OC(=O)CCCCCN3C(=O)c4ccccc4C3=O)ccc12
 : -0.2, -7, 0, ., 3, 1504, 5, 1, 3, -1, 3
41	COC(=O)Nc1nnc(Cc2ccccc2)s1
 : 1.5, -9, 10, ., 0, 1631, 2, 0.9, 3, -5, 12
42	CCc1nc2ccccc2n1CC(O)COCC1CC=CCC1 (stereo not drawn)
 : -0.3, 7, 9, -0.092, 1, 1486, 1, 1.1, 1, 4, -11
43	Cc1cc(C)c(C#N)c(SCc2ccc3c(c2)OCO3)n1
 : 1.9, -10, 6, 0.33, 0, 1469, 7, 0.7, -5, 3, 34
44	O=S(=O)(Nc1ncnc2sc3c(c12)CCC3)c1ccc(Cl)s1
 : 0.0, -4, -32, -2.3, 1, 1513, 7, 1, -1, 4, 4
45	O=C(C1CC1)n1cc(C(=S)N2CCOCC2)c2ccccc21
 : 2.5, -5, -6, ., 5, 1557, 0, 1, 5, -6, 2
46	CSCCC(C(=O)OCC(=O)c1ccc(C)c(C)c1)N1C(=O)c2cc(Cl)c(Cl)cc2C1=O (stereo not drawn)
 : 0.9, -11, ., 1.5, -1, 1138, -3, 0.8, -6, 2, 21
47	COc1ccccc1NC(=O)C(C)NS(=O)(=O)c1ccc(Cl)cc1 (stereo not drawn)
 : 1.5, 0, -22, ., -3, 1441, 0, 0.9, -5, -3, 8
48	Cc1ccc(OCC(=O)NNc2c3ccccc3nc3ccccc23)cc1
 : -0.3, -16, -8, -0.17, 7, 1627, 4, 0.9, 11, 97*, 5
49	Cc1ccc(-c2ccc(/C=N/O)o2)cc1[N+](=O)[O-]
 : -1.4, -4, 12, -1.2, 9, 1650, 3, 0.9, 9, 16, 6
50	CCOc1ccc2nc(N3CCC(C(=O)N4CCN(c5ccccn5)CC4)CC3)sc2c1
 : -0.4, -11, -23, ., 9, 1503, 2, 0.9, 7, 0, 8
51	CCOC(=O)c1c(-c2ccco2)csc1N
 : 2.2, -3, -36, ., 0, 1623, 5, 1, -6, -10, -1

Molecules from the list above that have a Cl atom, in the order listed:
The line under a structure holds: Redox H2O2 prof, TLR4-MyD88 BLA, S1P3 antag, ROMK primary, PPARg SRC-1 ag, TR-FRET SRC-2 ct, PPARg SRC-2 ag, bIAP act, PPARg SRC-3 ag, Lmaj promast, bIAP inhibitor
3	C#CCN(N(C)c1ncc(C(F)(F)F)cc1Cl)S(=O)(=O)c1ccc2ccccc2c1
 : 0.1, -6, ., 1.6, -7, 1397, -6, 0.5, -9, 4, .
12	O=C(Nc1ccc(Cl)c(Cl)c1)Nc1cc(C(=O)NC2CC2)ccc1Cl
 : 0.6, 12, -5, ., -1, 1507, 10, 1, 2, 33, 3
17	O=C(CCCOc1ccc(Cl)cc1Cl)NNC(=O)C1CCC1
 : 0.1, 3, -13, -0.57, -6, 1679, 1, 1.2, -1, 2, -21
21	CC1(C)CC(=O)C=C(NCc2ccc(Cl)c(Cl)c2)C1
 : -4.1, -9, ., -0.088, 5, 1515, -3, 1, -8, 8, -4
44	O=S(=O)(Nc1ncnc2sc3c(c12)CCC3)c1ccc(Cl)s1
 : 0.0, -4, -32, -2.3, 1, 1513, 7, 1, -1, 4, 4
46	CSCCC(C(=O)OCC(=O)c1ccc(C)c(C)c1)N1C(=O)c2cc(Cl)c(Cl)cc2C1=O (stereo not drawn)
 : 0.9, -11, ., 1.5, -1, 1138, -3, 0.8, -6, 2, 21
47	COc1ccccc1NC(=O)C(C)NS(=O)(=O)c1ccc(Cl)cc1 (stereo not drawn)
 : 1.5, 0, -22, ., -3, 1441, 0, 0.9, -5, -3, 8
